NPY-Y1 PAM-ag – potentiators or agonists of human neuropeptide Y receptor Y1; P25929; actives 0.37% (n = 220,000); NPY-Y1 expressing cells, potentiator/agonist activation; AID 1304; activation, % at 3.6 µM; in the data active = activation above about 33%, passing the limit was not always enough;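 note: cells stimulated with NPY at EC10 then isoproterenol at EC100; 0% = low agonist plus stimulus and 100% = saturating agonist plus stimulus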
RBBP9 inhibitor – blocks human serine hydrolase RBBP9; O75884; recombinant RBBP9, FP-Rh probe fluorescence polarization; inhibition, % at 7.94 µM; actives 0.2% (n = 220,000);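 active = inhibition above the campaign mean of all tested compounds plus 3 SD, cut at about 14% in these data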;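 note: plate controls were DMSO wells with RBBP9 for no effect and wells lacking RBBP9 protein for full effect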
Target sequence (O75884 whole entry, looked up): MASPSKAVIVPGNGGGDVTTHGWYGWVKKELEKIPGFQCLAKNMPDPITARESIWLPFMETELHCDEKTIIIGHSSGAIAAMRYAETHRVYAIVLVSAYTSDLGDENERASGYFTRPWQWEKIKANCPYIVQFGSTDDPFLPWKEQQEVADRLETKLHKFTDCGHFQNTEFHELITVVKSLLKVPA
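System: RBBP9 protein / Quantity: 2.5 µM RBBP9 dispensing solution, before mixing / Also added: Serine-hydrolase probe FP-Rh, 375 nM pre-mixing / Dosing: 7.94 µM single dose, 0.794% DMSO / Timing: enzyme-compound preincubation 30 min, then probe labeling 45 min, 25 °C / Signal: FP readout at 525/598 nm / Controls: DMSO-treated enzyme wells and wells lacking RBBP9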
Ba/F3 V617F tox – lowers viability of Ba/F3 cells expressing EpoR and JAK2V617F. AID 1446. ATP luminescence. actives 1.1% (n = 220,000). inhibition, % at 5.6 µM;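 active = inhibition above the campaign mean plus 3 SD over all tested compounds, cut at about 24% in these data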;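 note: cytokine-independent growth of Ba/F3 cells driven by EpoR plus mutant JAK2; 0% = DMSO-treated cells and 100% = JAK inhibitor I control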
NPY-Y2 PAM-ag – potentiates or activates human NPY-Y2 receptor | AID 1359 | activation, % at 3.6 µM | cells expressing NPY-Y2, potentiator/agonist read-out | actives 0.45% (n = 220,000) | P49146; in the data active = activation above about 27%;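 note: cells stimulated with NPY near EC25 plus isoproterenol at EC100; 0% = vehicle plus submaximal agonist and 100% = vehicle plus saturating agonist; some results beyond the cut were filed as inactive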
Target sequence (P49146 whole entry, looked up): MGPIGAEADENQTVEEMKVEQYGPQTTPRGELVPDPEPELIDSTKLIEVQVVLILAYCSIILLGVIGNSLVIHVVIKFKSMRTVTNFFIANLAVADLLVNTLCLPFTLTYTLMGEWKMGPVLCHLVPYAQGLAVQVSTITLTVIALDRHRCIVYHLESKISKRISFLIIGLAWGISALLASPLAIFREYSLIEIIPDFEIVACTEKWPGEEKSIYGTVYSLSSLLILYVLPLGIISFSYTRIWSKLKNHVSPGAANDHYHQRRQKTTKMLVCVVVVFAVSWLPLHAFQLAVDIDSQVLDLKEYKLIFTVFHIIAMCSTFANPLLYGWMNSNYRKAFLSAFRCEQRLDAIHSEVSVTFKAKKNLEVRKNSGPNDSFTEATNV
S1P4 agonist – activates the human S1P4 receptor | O95977 | S1P4-expressing cell line, agonist reporter assay | activation, % at 4.98 µM | actives 0.35% (n = 220,000); in the data active = activation above about 11%;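 note: 0% = DMSO vehicle and 100% = reference agonist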
Target sequence (O95977 whole entry, looked up): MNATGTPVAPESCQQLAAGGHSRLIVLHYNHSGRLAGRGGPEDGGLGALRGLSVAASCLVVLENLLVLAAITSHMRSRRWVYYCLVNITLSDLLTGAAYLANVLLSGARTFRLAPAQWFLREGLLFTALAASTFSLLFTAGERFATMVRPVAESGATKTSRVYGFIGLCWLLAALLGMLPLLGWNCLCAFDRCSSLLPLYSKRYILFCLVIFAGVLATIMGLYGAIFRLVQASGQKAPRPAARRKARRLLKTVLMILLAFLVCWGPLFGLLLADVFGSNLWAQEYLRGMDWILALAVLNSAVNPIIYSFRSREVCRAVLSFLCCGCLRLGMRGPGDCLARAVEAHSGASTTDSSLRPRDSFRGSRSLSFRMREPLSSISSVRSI
S1P4 antag – antagonists of human S1P4 receptor | O95977 | S1P4-expressing cells, antagonist mode, reporter read-out | inhibition, % at 4.98 µM | actives 0.26% (n = 220,000); in the data active = inhibition above about 29%;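 note: 0% = wells stimulated with agonist and 100% = vehicle wells without agonist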
NPY-Y1 antag – NPY-Y1 (human) receptor antagonism. P25929. actives 1% (n = 200,000). HEK293-CNG Y1 cells, membrane potential fluorescence; NPY at EC95, then isoproterenol. inhibition, % at 3.6 µM;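 active = inhibition above the campaign mean inhibition of all tested compounds plus 3 SD, cut at about 20% in these data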;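 note: 0% = DMSO wells given NPY plus isoproterenol and 100% = isoproterenol alone without NPY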
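Assay system: HEK293 Y1/CNG channel cell line; Doses: single compound dose of 3.6 µM, 0.4% DMSO; Timing: dye 3 h, compound 60 min room temperature, stimulation 45 min; Technique: Membrane-potential fluorescent dye readout; Measure: % inhibition of NPY effect.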
Runt-CBFb FRET – inhibitors of human RUNX1 Runt domain binding to CBFb. inhibition, % at 20 µM. AID 1496. Q01196+Q13951. Cerulean-Runt/Venus-CBFb FRET ratio 530/480, 1 h. actives 0.46% (n = 220,000);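 active = inhibition over about 50% at 20 µM in the single-dose screen, limit read from the data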;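 note: 0% = DMSO wells and 100% = excess unlabeled CBFb competitor control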
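Schedule: protein complex preformed 1 h, compound exposure 1 h, room temperature, dark; test system: Cerulean-labeled Runt domain protein; amount: 100 nM per protein; buffer or medium: Tris 50 mM pH 7.5, KCl, K2SO4, 0.01% BSA; read-out: loss of energy transfer signal; detection: FRET fluorescence; controls: 5 µM unlabeled CBFb as full-inhibition high control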
BaF3 parental – parental Ba/F3 viability inhibition as JAK2V617F counter-screen | CellTiter-Glo ATP luminescence | inhibition, % at 5.6 µM | actives 1.1% (n = 220,000) | AID 1486;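 active = inhibition above a per-campaign cutoff, the mean inhibition of all tested compounds plus 3 SD, cut at about 27% in these data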;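 note: 0% = DMSO wells and 100% = JAK Inhibitor I control wells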
An asterisk follows results filed as active; · = not tested or not shown. Compounds as they come; overall some 3.6% were active at least once.

SMILES | NPY-Y1 PAM-ag | RBBP9 inhibitor | Ba/F3 V617F tox | NPY-Y2 PAM-ag | S1P4 agonist | S1P4 antag | NPY-Y1 antag | Runt-CBFb FRET | BaF3 parental
Oc1c(C=Nc2cccnc2)sc2ccccc12 | 2 | -1 | -2 | -13 | -0.9 | 4 | 5 | 34 | 11
COC(=O)C1CSc2[nH]c(=O)sc2C1c1ccc(O)c(OC)c1 (configuration not stated) | -4 | 14* | -5 | 12 | 1.6 | 0 | -3 | 15 | 2
CCOC(=O)NC(=O)CSc1nc2ccc(C)cc2[nH]1 | 3 | -1 | -2 | 16 | 1.0 | -7 | 6 | 2 | 2
CC(=O)c1c(C)[nH]c(C(=O)OCC(=O)Nc2cc(C)on2)c1C | 4 | -7 | 1 | -2 | 1.8 | -23 | 1 | -1 | 3
COc1cccc(NC(=O)C(c2ccccc2)N2CCNC(=O)C2)c1 (configuration not stated) | -6 | -1 | 0 | -8 | 0.3 | -12 | 4 | 1 | 7
COc1cc(/C=N/NC(=O)C2CCN(CC(O)COCc3ccccc3)CC2)cc(OC)c1OC (configuration not stated) | -9 | -1 | 0 | 11 | 0.0 | 6 | -2 | -2 | 6
CC(C)(C)c1cc[n+](-c2[nH]c(=O)sc2/C=N/NC([S-])=Nc2ccccc2)cc1 | 3 | -2 | -2 | -18 | 0.3 | 9 | · | -24 | 1
CC(=O)OCC(=O)c1ccc2ccn(C(C)=O)c2c1 | -5 | 1 | 3 | 7 | 1.1 | 3 | -1 | 0 | 0
Cc1cc(=O)oc2ccc(OC(=O)CC(C)C)cc12 | -17 | 0 | 2 | -13 | -1.7 | -7 | 3 | 0 | -2
O=C(/C(N=Nc1cccc([N+](=O)[O-])c1)=C(/O)c1ccc(Br)cc1)C(F)(F)F | 28 | -1 | -3 | 41* | 1.5 | 4 | · | 0 | 0
CCCCn1nnnc1SCC(=O)NCc1ccccc1 | 12 | -13 | -3 | -5 | -0.5 | 16 | 5 | 1 | 4
Cc1nn2c(N3CCN(CCO)CC3)c3c(nc2c1-c1ccccc1)CCCC3 | 15 | -5 | 9 | -3 | 0.5 | 3 | · | -2 | 4
O=C(CCCn1c(=O)[nH]c2cc(Cl)ccc2c1=O)NCCN1CCN(c2ccccc2)CC1 | -4 | -1 | 0 | -5 | 2.5 | -4 | -2 | -2 | 0
CC/C(=N\NC(=O)c1c(-c2ccccc2)noc1C)c1ccc(C)o1 | -8 | 1 | 0 | -24 | 0.3 | -8 | 2 | 0 | 3
CCOc1ccc(N2C(=O)CC(N3CCC(O)(c4ccc(Br)cc4)CC3)C2=O)cc1 (configuration not stated) | -2 | 1 | -5 | 10 | -0.3 | -2 | -5 | 4 | 2
COC(=O)c1cc(C)ccc1OCc1ccc([N+](=O)[O-])cc1 | 1 | -5 | -2 | -33 | -0.4 | -2 | · | 1 | -3
CC(C)NC(=O)c1ccccc1NC(=O)/C=C/c1ccc([N+](=O)[O-])cc1 | -15 | -7 | -3 | 6 | -2.6 | 3 | 7 | -4 | 0
COCCN(C(=O)c1ccc2ccccc2c1)c1c(N)n(Cc2ccccc2)c(=O)[nH]c1=O | 7 | -6 | -4 | -3 | 0.2 | -1 | 6 | -1 | -2
CCc1nc(N)c(C#N)c(-c2ccco2)c1C | -17 | 1 | -4 | 3 | 0.3 | 0 | 3 | -4 | -2
CCN1CCN(c2c(Cl)cccc2NC(=O)c2ccc([N+](=O)[O-])cc2)CC1 | 22 | -12 | 0 | -11 | -1.6 | 11 | 8 | -1 | 2
NC(=O)c1cc(S(=O)(=O)NC2CCCCC2)co1 | 12 | 5 | -5 | -2 | -2.3 | 6 | -7 | 0 | -2
CCOCCCNC(=S)NCCc1ccccc1 | 10 | -8 | 2 | 7 | 1.3 | -14 | 4 | 1 | 9
c1cncc(-c2nnc3sc(-c4ccco4)nn23)c1 | 2 | -2 | 0 | 2 | -0.3 | 3 | -2 | 3 | 9
Cc1ccnc(NC(=O)CCC(=O)N(CC(=O)NCC2CCCO2)Cc2ccc(F)cc2)c1 (configuration not stated) | 19 | -5 | -3 | 6 | 0.3 | -4 | -3 | -2 | -2
CCOC(=O)c1c(C)cc(=O)oc1C | 0 | -8 | 1 | 3 | -0.1 | -7 | -2 | 0 | 0

Some entries already given with just RBBP9 inhibitor, S1P4 antag and NPY-Y1 antag:
compound,RBBP9 inhibitor,S1P4 antag,NPY-Y1 antag
CCOC(=O)NC(=O)CSc1nc2ccc(C)cc2[nH]1,-1,-7,6
CC/C(=N\NC(=O)c1c(-c2ccccc2)noc1C)c1ccc(C)o1,1,-8,2

An excerpt from above in order of their number in S1P4 agonist, smallest number first.
smiles	NPY-Y1 PAM-ag	RBBP9 inhibitor	NPY-Y2 PAM-ag	S1P4 agonist	S1P4 antag	NPY-Y1 antag	Runt-CBFb FRET
c1cncc(-c2nnc3sc(-c4ccco4)nn23)c1	2	-2	2	-0.3	3	-2	3
CCc1nc(N)c(C#N)c(-c2ccco2)c1C	-17	1	3	0.3	0	3	-4
Cc1nn2c(N3CCN(CCO)CC3)c3c(nc2c1-c1ccccc1)CCCC3	15	-5	-3	0.5	3	·	-2

Other records
SMILES | NPY-Y1 PAM-ag | RBBP9 inhibitor | Ba/F3 V617F tox | NPY-Y2 PAM-ag | S1P4 agonist | S1P4 antag | NPY-Y1 antag | Runt-CBFb FRET | BaF3 parental
Cc1cccc(OCC(=O)NNC(=O)Nc2cccc(Cl)c2)c1C | 6 | 2 | 0 | 3 | -0.8 | -4 | 9 | 1 | 5
COC(=O)c1nc2ccccn2c1F | 2 | -3 | 0 | 9 | 0.8 | 11 | 9 | 1 | 0
CCn1cc(/C=C/C(=O)Nc2ccn(Cc3c(F)c(F)c(F)c(F)c3F)n2)cn1 | -2 | -5 | 1 | 9 | -0.9 | 0 | 6 | -5 | 3
Cc1csc(NC(=O)c2ccc(S(=O)(=O)N3CCCC3)cc2)n1 | 18 | 0 | -3 | -18 | -0.1 | 8 | · | 2 | -4
COCC(C)n1c(C)cc(C(=O)COC(=O)CNC(=O)c2ccccc2)c1C (configuration not stated) | 17 | -1 | -2 | 3 | 1.7 | -19 | -1 | -4 | 5
O=C(COc1ccc(Cl)cc1Cl)c1ccc[nH]1 | -6 | -6 | -1 | 4 | 0.2 | 6 | · | 1 | 1
CCC(=O)Nc1ccc2c(c1)nc(CN1CCN(C(C)=O)CC1)n2C | 7 | -4 | 0 | -4 | -1.0 | -8 | 3 | 0 | 2
Cc1ccc(S(=O)(=O)NCCC(=O)Oc2ccc3ccc(=O)oc3c2)cc1 | -12 | -3 | -5 | 0 | 7.2 | -11 | · | 36 | -1
Cc1cccc(OCc2nnc(NC(=O)c3cccs3)s2)c1 | 1 | 1 | -2 | -1 | 0.2 | -4 | 1 | 2 | 3
COc1ccc2[nH]c3c(=O)n(Cc4ccc(C(=O)NCC5CCCO5)cc4)c(=S)[nH]c3c2c1 (configuration not stated) | -7 | -4 | 2 | 7 | 1.5 | 5 | 5 | 30 | 4
Cc1cccc(NC(=O)C2COc3ccccc3O2)n1 (configuration not stated) | -19 | -8 | 3 | -32 | -1.4 | 8 | · | 2 | 1
Cc1ccc(S(=O)(=O)NCCCCC(NC(=O)OC(C)(C)C)C(=O)O)cc1 (configuration not stated) (tested in a mixture with another compound) | 1 | -1 | -8 | 1 | 1.9 | -17 | 5 | -3 | -1
NS(=O)(=O)c1ccc(CCNC(=O)COC(=O)CCSc2ccc(Cl)cc2)cc1 | -2 | -1 | -5 | -26 | 0.4 | -9 | 12 | -3 | 4
COC(=O)c1cnc2c(c1C(=O)OC)c(=O)n(C)c(=O)n2C | -12 | -2 | 3 | 2 | -0.1 | -4 | 3 | 0 | 10
O=[N+]([O-])c1ccc(S(=O)(=O)NCCc2ccncc2)cc1 | -3 | -8 | 3 | -14 | 0.3 | 3 | 0 | 0 | 8
O=C1OCC2=C1C(c1ccccc1)CC(=O)N2c1ccc(F)cc1 (configuration not stated) | 15 | 4 | -1 | 4 | 0.7 | -3 | 3 | 2 | 8
CSc1nc(N(C)NC(=O)c2ccccc2)c2ccccc2n1 | -26 | -7 | 69* | -34 | -1.9 | -1 | -4 | 0 | 69*
O=C(O)c1ccc(CSCc2ccccc2F)o1 | -8 | -6 | 0 | -8 | 0.2 | -6 | 4 | 2 | 3
O=C(CCN1CCN(Cc2ccccc2)CC1)NNC(=O)Cc1ccc(Cl)c(Cl)c1 | 12 | -3 | -2 | 9 | -1.0 | 6 | 2 | -4 | 3
Cc1nn(-c2ccccc2)c2nc(=O)n(-c3ccccc3)cc12 | -6 | -7 | -1 | 8 | -0.7 | 24 | 4 | -3 | 1
CS(=O)(=O)Nc1ccc(S(=O)(=O)Nc2nccs2)cc1 | -5 | -10 | 0 | 9 | 0.4 | -3 | -2 | -1 | 1
CC(/C=C/c1ccccc1)=N\NC(=O)CSc1ccccn1 | -29 | -11 | 4 | 24 | -1.1 | 8 | -1 | -2 | 5
CCCCOC(=O)/C(=C/C=C/c1ccccc1)NC(=O)c1ccccc1 | -10 | -7 | -1 | -20 | 0.5 | 4 | 0 | -1 | 1
O=C(Cn1cnc([N+](=O)[O-])n1)N/N=C/c1ccccc1O | 3 | 5 | -1 | -9 | -1.8 | -2 | -5 | 0 | 0
COc1ccc(-n2c(CN3CCN(c4ccccn4)CC3)nc3ccc([N+](=O)[O-])cc3c2=O)c(OC)c1 | -9 | -8 | -4 | -6 | -0.2 | -18 | 2 | 1 | 2
(further entries)
SMILES | NPY-Y1 PAM-ag | RBBP9 inhibitor | Ba/F3 V617F tox | NPY-Y2 PAM-ag | S1P4 agonist | S1P4 antag | NPY-Y1 antag | Runt-CBFb FRET | BaF3 parental
O=[N+]([O-])c1ccc(-c2cn(-c3ccc(Cl)cc3)c(=S)[nH]2)cc1 | -19 | -8 | 2 | -1 | -0.8 | -12 | 2 | -1 | 2
COc1ccccc1/C=N/NC(=O)c1ccc(N(C)S(=O)(=O)c2ccccc2)cc1 | -13 | -5 | 0 | -15 | -0.5 | 2 | 3 | -1 | 4
O=S(=O)(NCCO)c1cccc2cccnc12 | -8 | -3 | -1 | 3 | -0.8 | -10 | 3 | 2 | 3
CCCN(CCC)CCCNC(=O)CC1Nc2ccccc2NC1=O (configuration not stated) | 9 | -8 | -3 | 2 | 1.2 | 8 | 3 | -1 | 6
O=S(=O)(c1ccc(NC(=S)NCc2cccnc2)cc1)N1CCCCC1 | 10 | -13 | 19 | -2 | 1.0 | -6 | · | 1 | -7
CCn1c(SCC(=O)N2CCCc3ccccc32)nnc1-c1ccco1 | 0 | -5 | 1 | 6 | 1.4 | -3 | 0 | 2 | 4
CC(=O)c1ccc(NC(=S)N2c3ccccc3CC2C)cc1 (configuration not stated) | 2 | -6 | -1 | -2 | 0.1 | -8 | 1 | 18 | 3
COc1ccc(C(=O)Oc2ccc(C(C)=O)cc2)c(OC)c1 | -15 | -6 | -2 | 8 | 0.3 | 12 | -7 | 0 | 3
COc1cccc(CNC(=O)CCC2CCCN(C3CCOCC3)C2)c1 (configuration not stated) | -11 | -9 | 0 | 1 | 0.8 | -9 | -2 | 1 | 2
